Compound activity deposited in PubChem by Emory University Molecular Libraries Screening Center.
14-3-3 PPI – modulators of 14-3-3 gamma protein binding, primary screen, biochemical, fluorescence polarization. 14-3-3 protein gamma (Homo sapiens), P61981. FP, 14-3-3gamma / TMR-pS259-Raf peptide binding. inhibition, % at 40 µM. 0.19% of 160,000 active; in the data active = inhibition above about 30%;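 note: 0% = protein plus tracer without compound and 100% = blank with tracer alone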
Target sequence (P61981 whole entry, looked up): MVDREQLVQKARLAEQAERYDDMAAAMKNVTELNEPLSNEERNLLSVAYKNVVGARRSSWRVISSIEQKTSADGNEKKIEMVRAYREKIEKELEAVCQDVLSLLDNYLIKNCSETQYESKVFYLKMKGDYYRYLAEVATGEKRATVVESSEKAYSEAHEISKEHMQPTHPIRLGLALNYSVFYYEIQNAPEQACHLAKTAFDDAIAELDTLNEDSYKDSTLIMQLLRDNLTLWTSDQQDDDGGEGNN
Active calls of the source: *; & = joins results of further samples. Only part of the results is shown (hit frequency here may not be typical).

compound | 14-3-3 PPI
COC(=O)c1sc(N2C(=O)C(=O)/C(=C(/O)c3ccc(Cl)cc3)C2c2ccc(OC)c(OC)c2)nc1C (stereo unspecified) | -14
O=C(c1cccc(N2C(=O)C3CC=CCC3C2=O)c1)N1CCCc2ccccc21 (stereo unspecified) | -11
CN(C)CCN1C(=O)C(=O)/C(=C(/O)c2ccc(Cl)cc2)C1c1ccccc1 (stereo unspecified) | 5
CCC1SC2=NC(C)=C(C(=O)OCc3ccccc3)C(c3ccc(C(C)C)cc3)N2C1=O (stereo unspecified) | 4
Cc1ccc(-c2[nH]c3ccccc3c2SCCNC(=O)c2ccc(S(=O)(=O)N(C)C)cc2)cc1 | 8
Cc1cc(C)c(S(=O)(=O)N(CC(=O)O)C2CCCCC2)c(C)c1 | -3
Cc1cc(C)c(Nc2ncnc3c2cnn3-c2ccc(Cl)cc2)c(C)c1 | -6
O=C(Nc1ccc(S(=O)(=O)Nc2ncccn2)cc1)c1cccc(Br)c1 | -9
Cc1cnnc2c1-c1nonc1CC2 | 5
CC(=O)c1c(C)n(S(=O)(=O)c2ccccc2)c2ccc(NS(=O)(=O)c3ccccc3)cc12 | -3
CC(=O)c1ccc(N2CCN(C(=O)C3CCCN(S(=O)(=O)c4ccc(Br)s4)C3)CC2)cc1 (stereo unspecified) | -11
C=CCn1c(SCC(=O)c2cccs2)nc2sc(C)cc2c1=O | 4
Cc1cc(N2CCN(C)CC2)nc2ccc(NC(=O)c3ccc4c(c3)OCO4)cc12 | -2
COc1ccccc1-c1nnc(NC(=O)OCC(C)C)s1 | -5
Cc1ccc(C(=O)COC(=O)c2cccc(NC(=O)c3ccc(Br)cc3)c2)cc1 | -2
Cc1cccc(C2CN(C)CCc3c2cc(O)c(O)c3Cl)c1 (stereo unspecified) | 5
Cc1ccc(NC(=O)CSc2nc(-c3ccccc3)cn2-c2ccccc2)cc1 | -1
CC(=O)Nc1nc2n(n1)C(c1ccccc1)C=C(c1ccccc1)N2 (stereo unspecified) | -4
CCS(=O)(=O)Nc1ccccc1C | -2
Cn1nc(C(=O)O)c2ccccc2c1=O | 15
Fc1ccc(SCCc2ccccn2)cc1 | -7
Cc1ccc(C)c(Cc2c(C)nc3c(C(=O)O)c[nH]n3c2=O)c1 | 0
CC1=C(C(=O)Nc2ccc(Br)cn2)C(c2ccc(Cl)c([N+](=O)[O-])c2)C2=C(CC(C)(C)CC2=O)N1 (stereo unspecified) | 3
O=C(OCCN1CCCCC1)c1ccc(O)cc1 | -4
CC(=O)N1CCn2c3c(c(=O)c4cc(C)ccc42)CCC31 (stereo unspecified) | 4&6
COC(=O)c1ccc(OC(=O)C2CC(=O)N(c3ccc(C)cc3C)C2)cc1 (stereo unspecified) | -3
CCOc1ccccc1C(=O)Nc1nccs1 | -3&1
COc1cccc(C2Nc3ccccc3-c3nnc(SC)nc3O2)c1OC (stereo unspecified) | -13
CCOC(=O)C1C(=O)NC(N2CCOCC2)=NC1C(C)C (stereo unspecified) | 2
COCCCNC(=O)c1ccccc1Cl | 0
CC(NC(=O)CN1CCC(C(N)=O)CC1)c1ccccc1 (stereo unspecified) | -8
CCCCC(=O)Nc1c2c(nc3c1CCC3)CCCC2 | 12
CCOC(=O)c1cccnc1SC(CC)C(=O)N1CCOCC1 (stereo unspecified) | -8&-5
CN1CCN(C(CNS(=O)(=O)c2ccc(Cl)cc2)c2cccnc2)CC1 (stereo unspecified) | -6
CCOc1ccc(NC(=O)c2ccc(F)c(S(=O)(=O)N(CC)CC)c2)cc1 | -32
O=C(Nc1ccc(Br)cc1)C1C2C=CC3(O2)C1C(=O)N(CC1COc2ccccc2O1)C3C(=O)NC1CCCCC1 (stereo unspecified) | 10
CCCSc1nnc2c(n1)OC(c1ccccc1OCC(=O)O)Nc1ccc(Br)cc1-2 (stereo unspecified) | -3
CCOC(=O)CSc1nc2ccccc2c(=O)n1-c1ccccc1 | 5
CCn1cc(-c2cc(C(F)(F)F)n3nc(C(=O)O)cc3n2)c(C)n1 | -2&-7
COC(=O)c1ccccc1NC(=O)CSc1nnnn1C1CCCCC1 | 1
COC(=O)CSc1nc2sc3c(c2c(=O)n1-c1ccccc1)CCC3 | 4
CC1=C(C(=O)OCCOc2ccccc2)C2(O)C(=O)c3ccccc3C2(O)N1 (stereo unspecified) | 5
CCOc1cc(-c2noc(CCC(=O)Nc3cccnc3)n2)ccc1OC | 5
CCCCNC(=O)C1CCC(=O)N1C1CCCCC1 (stereo unspecified) | -2
COc1cc(C=Cc2ccc3cccc(OC)c3n2)cc2c1OCO2 | -28
COC(=O)c1cc(Nc2nc(C)nc3sc4c(c23)CCC4)cc(C(=O)OC)c1 | -16
CCOC(=O)c1c(CN2CCCCC2)n(C)c2cc(Br)c(OC)cc12 | 2
CCOC(=O)CSc1nc2ccccc2n1C | -5
COc1ccc(-c2cc(C(=O)N3CCN(c4ccccc4OC)CC3)no2)cc1 | -7
CC(=O)C1C(c2ccccc2)C(C#N)(C#N)C2C=Cc3ccccc3N12 (stereo unspecified) | -154
CCOc1ccc(C(=O)Nc2ccc(-n3nncc3-c3ccc(OC)c(OC)c3)cc2)cc1 | -6
O=C(C1CC1)N1CCc2ccccc21 | -3
O=c1c2ccccc2nc(SCc2ccccc2F)n1CCc1ccccc1 | -6
CC(C)N1CCc2c(sc(NC(=O)c3ccc(S(=O)(=O)N4CCOCC4)cc3)c2-c2nc3ccccc3s2)C1 | -75
O=C(CCNS(=O)(=O)c1ccc(Br)s1)Nc1ccc(Cl)cc1 | -6
O=C1CC(c2ccc(-c3ccccc3)cc2)c2cc(Br)c3ccccc3c2N1 (stereo unspecified) | 3
O=C(Nc1cc(-c2nc3ccccc3s2)ccc1Cl)c1cncc(Br)c1 | -50
CCCCN(CC)Cc1c(C)[nH]c2c(C)cc(C)cc2c1=O | 0
COc1ccc(-c2cc(C(=O)N3CCN(c4ccccc4F)CC3)c3ccccc3n2)c(OC)c1 | -14
CCCOCCOC(=O)C1=C(C)NC2=C(C(=O)CC(C)(C)C2)C1c1ccccc1Cl (stereo unspecified) | 4

More records follow:
compound | 14-3-3 PPI
Cn1cc(CC(=O)N2CCN(c3ccccc3)CC2)c2ccccc21 | -4
CN(C)c1ccc(C=Nc2sc3c(c2C#N)CCCC3)cc1[N+](=O)[O-] | -3
Cc1ccc(-n2nc3ccc(NC(=O)c4cc([N+](=O)[O-])ccc4Cl)cc3n2)cc1 | -12
Cc1nn(CC(=O)N2CCCC2)c(=O)c2ccccc12 | -11
O=C(Nc1nc2ccc(S(=O)(=O)N3CCCC3)cc2s1)C1CCCCC1 | 2
COc1ccc(C2SCCN2S(=O)(=O)c2ccc3ccccc3c2)cc1[N+](=O)[O-] (stereo unspecified) | 0
CCN(CC)S(=O)(=O)c1ccc(F)c(C(=O)Nc2cccc(C)c2)c1 | -2
CCc1nc2cc(C)nn2c2nc3ccccc3n12 | -5
CCCCOC(=O)c1ccc(Nc2ccc3nonc3c2[N+](=O)[O-])cc1 | 1
CCN(c1cccc(C)c1)S(=O)(=O)c1ccc2[nH]cc(C(=O)N(C)C3CCCCC3)c(=O)c2c1 | -8
CCCC(=O)N1c2ccccc2C(=C2SC(C(=O)OCC)=C(C(=O)OCC)S2)C(=S)C1(C)C | 17
O=C(NCCN1CCOCC1)c1ccc2c(c1)ncn2C1CCCC1 | -7
Cc1sc2nc(Cc3ccccc3)nc(N(C)Cc3ccccc3)c2c1C | -1
CCOC(=O)N1CCN(C(=O)CSCC(=O)N=c2sc3cc(OC)ccc3n2C)CC1 | -10
Cc1noc2c1C(c1ccccc1)CC(c1ccco1)=C2 (stereo unspecified) | -38
Cc1ccc(C(=O)N2CCOCC2)cc1Cl | -6
O=C(NCC1CCCC1c1ccccc1)C1c2ccccc2C(=O)N2CCc3ccccc3C12 (stereo unspecified) | -4
COC(=O)c1ccccc1NS(=O)(=O)c1cccc2c1C(=O)c1ccccc1C2=O | -2
Cn1c(SCc2nc3ccccc3[nH]2)nc2ccccc21 | -9
O=C(c1ccccc1)c1cc(Cl)ccc1N=Cc1ccccc1O | -2
CC(C)n1c(N2CCCCCC2)nc2c1c(=O)[nH]c(=O)n2C | 3
COc1ccc(CC(=O)Nc2sc3c(c2C(=O)Nc2ccc(Cl)cc2)CCC3)cc1 | -44
O=C(Nc1ccccc1F)c1cc2ccccc2oc1=O | 0
CCc1ccc(NC(=O)c2ccc(F)c(S(=O)(=O)NC(C)CC)c2)cc1 (stereo unspecified) | -9
CCOC(=O)c1c(NC(=O)c2ccc(Cl)c([N+](=O)[O-])c2)sc(C(=O)NC2CCCCC2)c1C | -4
COc1cc(C)nc(Nc2nc(C)c(C(C)=O)s2)n1 | 5
Cc1ccc([N+](=O)[O-])cc1NC(=O)CC1Sc2ccccc2NC1=O (stereo unspecified) | 8
CS(=O)(=O)c1nncn1-c1ccccc1 | -8
Cc1n[nH]c(C)c1CCBr | -17
Cc1ccc(NC(=O)c2ccc(Cn3nc(C)c(Br)c3C)o2)cc1F | -19
CN(CC(=O)Nc1nccs1)S(=O)(=O)c1cccc2nsnc12 | -5
Cn1c(NC(=O)C2CCCO2)cc(=O)n(C)c1=O (stereo unspecified) | -15
CCN1CCN(c2ncnc3c2cnn3-c2ccc(C)cc2C)CC1 | -2
Cc1nnc(Nc2ccc3c(c2)ncn3C)c2ccccc12 | -15
O=C(CSc1nnc(CNC(=O)c2ccccc2F)o1)c1ccc(Cl)cc1 | -8
CC1(C)CC(CCN(Cc2ccccc2)C(=O)c2ccco2)(c2ccccc2)CCO1 (stereo unspecified) | -18
Cc1nn(Cc2ccccc2)c(Cl)c1C(=O)NCc1ccc(C)n1C | -4
Cc1ccc(OCC(=O)Nc2cc3nn(-c4ccccc4)nc3cc2C)cc1C | -18
CCOC(=O)CNC(=O)CSc1nc2cccnc2n1C | -5
CCc1ccc(-c2nn[nH]n2)cc1 | -10
COc1ccc(OC)c2[nH]c(=O)c(CCNC(=O)c3ccc(Br)o3)cc12 | 1&-10
O=C(Cn1nc(-c2ccccc2)ccc1=O)NCCCN1CCCC1 | -6
Nc1c(C(=O)Nc2ccccc2)sc(=S)n1CCc1ccccc1 | -15
O=C(CNC(=O)c1ccc(Cl)cc1)NCCCn1ccnc1 | 5
O=C(Cn1cnc2sc3c(c2c1=O)CCCC3)Nc1ccc(Oc2ccc(Cl)cc2)cc1 | -7
c1ccc(-c2nnc(-c3ccco3)n2-c2ccccc2)cc1 | -7
COc1ccc(CCN(C(=O)c2ccc(F)cc2)C2=CC3CCC(C2)N3C)cc1OC (stereo unspecified) | 2
O=C(Nc1cccc(O)c1)c1cc(-c2ccc3c(c2)OCO3)on1 | -16
CC(=O)Nc1ccc(N2C(=O)CC(N3CCN(c4ccccc4F)CC3)C2=O)cc1 (stereo unspecified) | 0
S=C(NC1CCCCC1)C12CC3CC(CC(Cl)(C3)C1)C2 | 2
COc1ccc(COC(=O)c2ccc(N3CCCC3=O)cc2)cc1F | -8
COc1cccc(NS(=O)(=O)c2ccc3[nH]cc(C(=O)NCCCOC(C)C)c(=O)c3c2)c1 | -8
COc1ccc(OCC(O)CNc2ccc(Br)cc2)cc1 (stereo unspecified) | 0
CC(C)n1c(SCc2ccccc2F)nc2c1c(=O)n(C)c(=O)n2C | -10
COC(=O)c1sc(N)c(C(=O)OC)c1CSc1nc2sc3c(c2c(=O)n1C)CCC3 | -1
Cc1nc(Nc2ccc([N+](=O)[O-])cc2)c2c3c(sc2n1)CCCC3 | 0
C#CCN1C(=O)C(O)(CC(=O)c2ccc3c(c2)OCCO3)c2ccccc21 (stereo unspecified) | 1
Cc1cccc(C)c1Nc1c(-c2ccc(F)cc2)nc2cnccn12 | -5
CC(C)C(=O)OCCN1C(=O)c2cccc3c(N4CCOCC4)ccc(c23)C1=O | -67
N=c1n(CCO)c2ccccc2n1Cc1ccc(Cl)cc1 | -5&1

(further entries)
compound | 14-3-3 PPI
CCOC(=O)CN1C(=O)C2C3c4ccccc4C(c4ccccc43)C2C1=O (stereo unspecified) | 6
CCOC(=O)c1sc2nc(SCC(=O)C(C)(C)C)n(Cc3ccco3)c(=O)c2c1C | -5
COc1ccc(C(=O)Nc2nc3n(n2)C(c2ccccc2)CC(=O)N3)cc1 (stereo unspecified) | 2
COc1ccccc1N1C(=O)c2ccc(C(=O)OC(C)C(=O)c3ccc(C)cc3)cc2C1=O (stereo unspecified) | 6
O=C(NCc1ccc(F)cc1)C1CC(=O)N(C2CCCCCCC2)C1 (stereo unspecified) | 2
COc1ccc(-c2cc(C(F)(F)F)n3nc(C(=O)NCCc4ccccc4)c(Br)c3n2)cc1 | -3
CC(=O)c1ccc(OCC(O)CN2CC(C)OC(C)C2)cc1 (stereo unspecified) | 7&-2
